Assay outcomes from PubChem BioAssay.
HTR2A ag – mouse Htr2a agonists via beta-arrestin recruitment, primary screen, cell-based, luminescence. 5-hydroxytryptamine receptor 2A (Mus musculus), P35363. CHO-K1 mHTR2A beta-arrestin complementation; percent of 30 µM serotonin response. activation, % at 7.6 µM. 360,000 compounds, 0.66% hits. AID 624169, 2012;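 active = activation above a run cutoff, the mean activation of all tested compounds plus 3 SD, cut at about 14% in these data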;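 also: 0% = plate median of compound wells and 100% = 30 µM serotonin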
CaV13 FRET inh – Disruptors of the CACNA1D IQ motif to Ca2+-dependent inactivation inhibitor domain association, primary screening, Förster resonance energy transfer in intact living …; HEK cells, CFP/YFP FRET ICDI-IQ, plate reader, 10 min; percent FRET-ratio fall versus neutral wells; inhibition, % at 12.3 µM; 340,000 compounds, 0.098% hits; AID 743397;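 active = mean replicate inhibition of at least 30% and at least 1% of replicates passing that level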;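 also: 0% = median of the neutral control wells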
Exocytosis inh – LAMP-1 surface exposure blockers, TALL-104 cells – cell-based, flow cytometry, MLPCN library, primary screen. TALL-104 LAMP-1 surface exposure; cells stimulated with thapsigargin and PMA. 360,000 compounds, 0.66% hits. inhibition, % at 10 µM;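 active = inhibition above about 55%, limit read from the data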
ABCB6 inh 2 – ABCB6 transporter inhibitors, primary screen, K562-ABCB6 cells, flow cytometry, MLPCN library. ATP-binding cassette sub-family B member 6 (Homo sapiens), Q9NP58. K562-ABCB6 porphyrin accumulation, 1 h; hits give low values. AID 602162, 2011. 360,000 compounds, 0.19% hits. fluorescence ratio to DMSO, % at 10 µM;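 active = fluorescence ratio to DMSO below 75%, the collection mean minus 3 SD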;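 also: signal is porphyrin accumulated inside mitochondria; 100% equals median channel fluorescence of DMSO control wells; lower ratio means ABCB6 inhibition with less porphyrin fluorescence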
Target sequence (Q9NP58 whole entry, looked up): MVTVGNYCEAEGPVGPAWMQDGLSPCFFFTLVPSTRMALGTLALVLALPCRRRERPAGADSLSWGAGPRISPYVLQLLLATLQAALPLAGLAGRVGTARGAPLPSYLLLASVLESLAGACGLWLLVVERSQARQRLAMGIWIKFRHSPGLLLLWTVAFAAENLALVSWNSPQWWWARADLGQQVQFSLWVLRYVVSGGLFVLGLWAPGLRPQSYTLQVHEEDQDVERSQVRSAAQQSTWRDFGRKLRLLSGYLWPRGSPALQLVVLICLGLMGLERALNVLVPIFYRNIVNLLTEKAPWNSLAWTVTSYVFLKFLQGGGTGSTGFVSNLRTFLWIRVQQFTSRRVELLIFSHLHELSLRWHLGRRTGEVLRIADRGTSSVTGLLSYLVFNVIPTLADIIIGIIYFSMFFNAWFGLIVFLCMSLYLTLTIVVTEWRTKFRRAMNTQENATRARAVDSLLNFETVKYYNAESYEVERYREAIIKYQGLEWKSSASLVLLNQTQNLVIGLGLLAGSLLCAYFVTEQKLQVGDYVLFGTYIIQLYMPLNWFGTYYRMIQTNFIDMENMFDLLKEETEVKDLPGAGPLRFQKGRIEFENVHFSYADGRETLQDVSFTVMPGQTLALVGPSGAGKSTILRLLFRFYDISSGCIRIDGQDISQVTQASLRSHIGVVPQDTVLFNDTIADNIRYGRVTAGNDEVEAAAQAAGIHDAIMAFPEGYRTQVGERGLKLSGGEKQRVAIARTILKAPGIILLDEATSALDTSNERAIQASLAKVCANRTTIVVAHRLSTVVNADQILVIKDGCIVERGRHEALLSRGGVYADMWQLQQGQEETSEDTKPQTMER
ABHD5 PLIN5 PPI – ABHD5-PLIN5 interaction inhibitors, primary screen, cell lysate, split luciferase complementation, luminescence; Split G. princeps luciferase complementation, 4 h; 360,000 compounds, 0.78% hits; Perilipin-5 (Homo sapiens) + 1-acylglycerol-3-phosphate O-acyltransferase ABHD5 (Homo …; inhibition, % at 4 µM;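 active = inhibition above the mean inhibition across every tested compound plus 3 SD, cut at about 22% in these data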;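 also: 0% = DMSO only wells and the 100% control is not disclosed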
Cardio protect – cardioprotection against H2O2-induced cell death, primary screen, uHTS, H9c2 cells, ATPLite luminescence. H9c2 cardiomyocytes, H2O2 injury protection, 2 h. protection from H2O2 cell death, % at 20 µM. 360,000 compounds, 0.63% hits. AID 588492, 2011;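 active = compounds giving at least 50% protection of heart cells from peroxide-induced death in the single-dose screen, raw or plate-pattern-corrected value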;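 also: 0% = DMSO wells with peroxide and 100% = DMSO wells without peroxide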
MC4R antagonist – MC4R antagonists of cAMP signaling, primary screen, cell-based, TR-FRET, antagonist arm of biased-ligand search | inhibition, % at 6.5 µM | Melanocortin receptor 4 (Homo sapiens), P32245 | 360,000 compounds, 0.48% hits | MC4R-expressing cells, MTII-stimulated cAMP, LANCE TR-FRET | AID 540295, 2011;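 active = inhibition above its plate's cutoff, the mean of tested wells on that plate plus 3 SD, cut at about 29% in these data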;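 also: 0% = Melanotan II alone and 100% = Melanotan II plus saturating MCL0020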
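Material: human MC4R-expressing U2OS cells. Probe or stimulus: Melanotan II challenge. Dosing: 6.5 µM single dose. Times: 30-min compound, 1-h challenge, 1-h detection, room temperature. Technique: TR-FRET with Eu-cAMP and labeled anti-cAMP, 671 nm. Replication: singlicate.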
PDI inh – inhibitors of human PDI, primary screen, biochemical, turbidity, single point, plate reader | 350,000 compounds, 0.052% hits | inhibition, % at 10 µM | PDI insulin aggregation turbidity, A650, 90 min | AID 588391, 2011 | Protein disulfide-isomerase (Homo sapiens), P07237;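 active = mean inhibition across replicates of 30% or more, whatever share of single replicates reach that level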;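 also: absorbance from insulin aggregation driven by PDI reduction with DTT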
MC4R barr agon – MC4R agonists recruiting beta-arrestin, primary screen, cell-based, luminescence, agonist arm of biased-ligand search. U2OS MC4R beta-arrestin complementation; percent of melanotan II response, DMSO zero. activation, % at 8.9 µM. 360,000 compounds, 0.98% hits. AID 540308, 2011;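 active = activation above a per-plate cutoff, the mean activation of sample wells on that plate plus 3 SD, cut at about 8% in these data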
N-glyco inh – increase of ERlucT glycosylation luciferase signal, primary screen, N-linked glycosylation inhibitor project, D54 ERlucT cells, luminescence, set 2 | D54 ERlucT glycosylation luciferase reporter, 24 h; percent of 100 nM tunicamycin response | reporter increase, % at 12.5 µM | 360,000 compounds, 0.23% hits;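 active = mean luciferase reporter signal, scaled so untreated is 0 and the glycosylation-blocking control 100, at or above a set limit in every replicate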;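 also: luciferase carries N-glycosylation sites so blocking glycosylation raises the light; 0% = median of neutral control wells and 100% = median of 100 nM tunicamycin wells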
* marks the source's active call; other numbers are inactive results; / = no result given.

SMILES	HTR2A ag	CaV13 FRET inh	Exocytosis inh	ABCB6 inh 2	ABHD5 PLIN5 PPI	Cardio protect	MC4R antagonist	PDI inh	MC4R barr agon	N-glyco inh
CCOc1cc2[nH]c(=O)n(CCCC(=O)NCc3ccco3)c(=O)c2cc1OCC	0	-4	4	102	2	1	2	-4	-2.0	3
CCCCn1c(N)c(N(CCOC)C(=O)CSc2nc3ccc(C)cc3[nH]2)c(=O)[nH]c1=O	-2	-6	1	99	1	4	2	-2	-0.7	1
Cc1ccc(/C=N/Nc2nncc(-c3ccccc3)n2)o1	7	2	0	97	6	23	-23	8	1.4	5
CCOc1ccc(Oc2c(/C=N/NC(=O)C3CC3)c(C)nn2-c2ccccc2)cc1	0	-5	2	93	-7	-6	9	7	-0.4	-8
Cc1cccc(CN2CCN(C3CN(Cc4cn(Cc5cc(C)cc(C)c5)nn4)S(=O)(=O)C3)CC2)c1 (stereo unspecified)	19*	-7	5	95	3	/	/	/	/	/
Cc1snc(SCC(=O)c2ccc([N+](=O)[O-])cc2)c1C#N	4	-4	45	92	-16	-7	2	-1	0.4	1
COc1cc2c(cc1OC)C(COc1ccccc1OC)N(C(=O)C(C)C)CC2 (stereo unspecified)	-2	-7	11	100	-4	-2	5	-3	-1.7	1
Cc1onc(C(=O)Nc2sc3c(c2C#N)CCCC3)c1[N+](=O)[O-]	7	-3	0	174	-2	1	13	5	-1.7	1
CC(C)[N+]1(C)[C@@H]2CC[C@@H]1CC(OC(=O)C(CO)c1ccccc1)C2 (stereo partly specified)	-1	-6	-4	102	5	23	1	-6	-0.1	3
CSCc1ccc(C(=O)NC2CC(C)(C)Cc3c2cnn3-c2ccc(F)cc2)o1 (stereo unspecified)	4	-2	1	100	-2	0	2	3	-0.7	-5
CNc1snc(C)c1C(=O)OC(C)C(=O)c1ccc(F)cc1 (stereo unspecified)	-6	-21	0	102	-5	-17	4	-7	-0.6	-4
Cc1sc2nc3ccc(NCc4ccco4)nn3c(=O)c2c1C	-2	-9	4	104	31*	22	-9	8	-0.7	0
CN(C)CCCNC(=O)CCc1ncc(C(F)(F)F)cc1Cl	0	-4	1	102	-5	-5	-7	0	2.5	-1
O=C(NC1C=CS(=O)(=O)C1)c1sc2ccccc2c1Cl (stereo unspecified)	2	-8	-5	99	4	-6	3	-4	-0.5	32*
COc1ccc(S(=O)(=O)N2CCc3ccccc32)cc1C(=O)N(CC(C)C)C1CCS(=O)(=O)C1 (stereo unspecified)	-3	-13	0	96	-10	-2	2	0	1.9	0
CCOc1cc(/C=C2/C(=O)ON=C2C)cc(Br)c1O	-6	-3	-25	97	1	7	2	-11	-1.6	3
COCCC1CCCCN1C(=O)c1cc(COc2ccc(-n3cncn3)cc2)on1 (stereo unspecified)	0	-6	3	92	-2	-19	1	8	1.6	-3
CCN(CC)CCN1C(=O)C(O)=C(C(=O)c2cc3cccc(OC)c3o2)C1c1ccc(F)cc1 (stereo unspecified)	3	2	-1	102	1	8	6	2	-2.0	-1
Cc1ccc(C2=Nc3ccccc3N=C(C(Cl)Cl)C2)cc1	-1	-5	3	113	2	-23	-2	-4	-2.4	-14
O=C(CN1CCN(C(=O)c2ccco2)CC1)Nc1ccc(F)cc1F	-3	-4	3	101	0	3	1	8	-0.5	2
CCO[C@H]1OC(C(=O)NC2CC2)=C[C@@H](c2ccc3c(c2)OCO3)[C@@H]1CCCO	7	-11	22	102	-7	12	3	3	-0.8	1
COc1cc(/C=N/N(C)S(=O)(=O)c2ccc(C)cc2)cc([N+](=O)[O-])c1O	-4	-5	1	101	0	0	7	-1	-0.5	2
Cc1ccccc1-n1c(SC(C)C(=O)N2CCN(C)CC2)nc2ccccc2c1=O (stereo unspecified)	-3	-9	-1	97	-5	1	7	4	-3.2	2
O=C(CSc1nncn1-c1ccccc1)NC1CCCC1	-3	-5	10	98	4	-1	10	-1	-1.3	1
Cc1cccc(C)c1NC(=S)N(CCN(C)C)Cc1cccs1	-9	-6	0	99	-1	3	8	0	-0.8	0
CCOc1ccccc1N1CC(C(=O)N2CCOCC2)CC1=O (stereo unspecified)	3	-7	-10	94	10	2	12	-4	-0.6	2
COc1cc(OC)c(C(=O)CCCN2CCCC2)c(OC)c1	6	-4	-1	94	9	2	-9	4	0.2	-1
CCOC(=O)c1c(NC(=S)NCC2CCCO2)sc(C)c1C (stereo unspecified)	0	-14	1	99	-4	0	-6	-4	-2.8	2
O=C1OC2(CCCCC2)OC(=O)C1=CNc1nccs1	2	/	5	93	-3	-2	6	-5	-0.2	0
Cc1nc2ccccn2c1/C(O)=C1\C(=O)C(=O)N(CCCn2ccnc2)C1c1ccncc1 (stereo unspecified)	1	-6	4	104	-6	8	3	5	1.5	1

In another format: entries from further up.
| smiles | HTR2A ag | CaV13 FRET inh | Exocytosis inh | ABCB6 inh 2 | ABHD5 PLIN5 PPI | Cardio protect | MC4R antagonist | PDI inh | MC4R barr agon | N-glyco inh |
| --- | --- | --- | --- | --- | --- | --- | --- | --- | --- | --- |
| CCOc1ccccc1N1CC(C(=O)N2CCOCC2)CC1=O (stereo unspecified) | 3 | -7 | -10 | 94 | 10 | 2 | 12 | -4 | -0.6 | 2 |
| COc1cc(OC)c(C(=O)CCCN2CCCC2)c(OC)c1 | 6 | -4 | -1 | 94 | 9 | 2 | -9 | 4 | 0.2 | -1 |

An excerpt from above with just MC4R antagonist.
SMILES	MC4R antagonist
Cc1sc2nc3ccc(NCc4ccco4)nn3c(=O)c2c1C	-9
CN(C)CCCNC(=O)CCc1ncc(C(F)(F)F)cc1Cl	-7
O=C(NC1C=CS(=O)(=O)C1)c1sc2ccccc2c1Cl (stereo unspecified)	3

Reprinted at random: six records from the list.
SMILES	HTR2A ag	CaV13 FRET inh	Exocytosis inh	ABCB6 inh 2	ABHD5 PLIN5 PPI	Cardio protect	MC4R antagonist	PDI inh	MC4R barr agon	N-glyco inh
Cc1ccccc1-n1c(SC(C)C(=O)N2CCN(C)CC2)nc2ccccc2c1=O (stereo unspecified)	-3	-9	-1	97	-5	1	7	4	-3.2	2
COCCC1CCCCN1C(=O)c1cc(COc2ccc(-n3cncn3)cc2)on1 (stereo unspecified)	0	-6	3	92	-2	-19	1	8	1.6	-3
CCOc1ccccc1N1CC(C(=O)N2CCOCC2)CC1=O (stereo unspecified)	3	-7	-10	94	10	2	12	-4	-0.6	2
O=C(CN1CCN(C(=O)c2ccco2)CC1)Nc1ccc(F)cc1F	-3	-4	3	101	0	3	1	8	-0.5	2
CCOC(=O)c1c(NC(=S)NCC2CCCO2)sc(C)c1C (stereo unspecified)	0	-14	1	99	-4	0	-6	-4	-2.8	2
COc1cc(/C=N/N(C)S(=O)(=O)c2ccc(C)cc2)cc([N+](=O)[O-])c1O	-4	-5	1	101	0	0	7	-1	-0.5	2

New compounds follow
SMILES	HTR2A ag	CaV13 FRET inh	Exocytosis inh	ABCB6 inh 2	ABHD5 PLIN5 PPI	Cardio protect	MC4R antagonist	PDI inh	MC4R barr agon	N-glyco inh
CCc1ccc(NC(=O)c2cc(-c3cccs3)on2)cc1	0	0	6	164	3	-4	7	-3	-0.1	-2
O=S(=O)(Nc1nc2ccccc2nc1Cl)c1ccc2ccccc2c1	-1	-10	-2	97	6	-5	1	-3	-1.0	6
O=C(NC1CC1)c1cc2cc3ccccc3nc2s1	-4	/	10	96	0	-7	-5	-19	-3.4	-1
CCOC(=O)C1=CN(Cc2ccco2)S(=O)(=O)N(CC)C1c1ccc(F)c(Cl)c1 (stereo unspecified)	-7	-6	21	100	9	-5	11	3	-0.6	0
CC(C)(C)NC(=O)NC(=O)COC(=O)Cn1cnc2ccccc2c1=O	-2	-5	1	93	-5	-11	9	-4	-2.5	0
Cc1ccnc(Nc2nc(-c3ccc(O)c(O)c3)cs2)c1	0	-19	72*	92	0	60*	-4	-17	0.3	-1
CC(C)OC(=O)/C(=C\c1ccc2c(c1)c1ccccc1n2C)NC(=O)c1ccccc1	4	/	1	105	12	10	5	-29	2.4	-3
Oc1ccc2ccccc2c1N=Nc1ccc(F)cc1	2	-6	-7	97	-3	-10	6	-1	0.6	0
CCOC(=O)Cc1ccc(NC(=O)c2ccc(C(C)(C)C)cc2)cc1	0	-1	-3	97	-3	-15	-2	-8	-2.9	-4
Cc1nc2ccccc2c(=O)n1N(c1ccccc1)c1ccccc1	-2	5	-17	102	-4	17	15	-1	2.8	-4
COc1ccc(NS(=O)(=O)c2cc(NC(=O)c3ccc(C)o3)ccc2N2CCCCC2)cc1	-9	-6	1	99	-4	-4	4	-1	-0.3	-10
NC(N)=N/N=C/c1cc([N+](=O)[O-])ccc1O	1	-2	-3	97	5	7	-10	8	-2.0	-8
Cc1ccc(N2CC(NC(=O)C(=O)c3c[nH]c4ccccc34)CC2=O)cc1C (stereo unspecified)	5	-7	-1	96	13	-1	0	-5	5.0	2
CCCc1nc2ccccc2c(C(=O)O)c1CC	-2	/	0	88	0	6	8	-1	0.4	0
CCn1c(=O)c(=O)[nH]c2c(=O)oc3ccc(S(=O)(=O)Nc4ccc(OC)cc4)cc3c21	0	-3	-6	104	5	6	-2	10	-0.4	0
COc1cc2c(cc1OC)C(C)N(C(=O)c1sccc1C)CC2 (stereo unspecified)	0	-4	11	103	-6	-2	10	-2	-2.1	1
CC(CN1CCCC1)OC(=O)Cc1ccc(Cl)cc1 (stereo unspecified)	-4	-2	-6	98	3	0	-2	6	0.5	2
CN(c1ccccc1)S(=O)(=O)c1cccc(NC(=O)c2cc3ccccc3oc2=O)c1	-1	-2	-1	98	1	-7	8	-5	-1.5	-2
O=C(CCCc1c[nH]c2ccccc12)NCc1ccccc1F	-2	-3	-4	101	0	2	4	-4	-1.6	1
O=C(CCn1cncn1)N1CCCC(N2CCN(c3cccc(C(F)(F)F)c3)CC2)C1 (stereo unspecified)	1	/	1	97	5	-2	-2	-8	-1.0	3

Individual results from the list:
In ABCB6 inh 2, CN(c1ccccc1)S(=O)(=O)c1cccc(NC(=O)c2cc3ccccc3oc2=O)c1 is listed with 98
In ABHD5 PLIN5 PPI, COc1cc2c(cc1OC)C(C)N(C(=O)c1sccc1C)CC2 (stereo unspecified) is listed with -6
